Pin1 inh = qHTS Assay to Find Inhibitors of Pin1 | Peptidyl-prolyl cis-trans isomerase NIMA-interacting 1 (Homo sapiens), Q13526 | Pin1 FP peptide displacement, HiFluor488, 10 min | Potency, µM (top dose mostly 115 µM), for the others: at the highest dose activity, negative = inhibition, actives largely listed as inhibitors | 0.009% of 390,000 active | AID 504891, 2011; active = well fitted inhibition curve with a large enough effect in the polarisation, with a control signal flat, not every such curve was filed as active; inconclusive = small, poorly fitted or top-dose-only effect, or effect the other way, or a change in a side signal; inactive = no such curve, though single readings can be large or run the other way; the % refers to the polarisation; also: potency is read from the fitted curve at half-maximal effect; % is scaled to controls: 0 for no effect and ±100 for the full control effect
Target sequence (Q13526 whole entry, looked up): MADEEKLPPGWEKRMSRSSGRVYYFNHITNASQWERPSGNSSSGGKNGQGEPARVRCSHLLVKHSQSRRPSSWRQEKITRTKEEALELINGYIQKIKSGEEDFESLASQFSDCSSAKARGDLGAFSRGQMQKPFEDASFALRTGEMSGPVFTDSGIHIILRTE
G9a inh = qHTS Assay for Inhibitors of Histone Lysine Methyltransferase G9a. G9a H3K9 monomethylation, AlphaScreen, 2 h. Potency, µM (titrated, usually from 102 µM), without a hit: top-dose activity, negative = inhibition, most hits filed as inhibitors. 8.8% of 350,000 active. AID 504332, 2011; also: potency is read from the fitted curve at half-maximal effect; % is scaled to controls: 0 for no effect and ±100 for the full control effect; nearly all actives have a fitted effect of over 75% in size
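Using a bead-based AlphaScreen, monomethylated H3K9 product from 2 h room-temperature reactions (G9a 20 nM, peptide 500 nM, SAM 20 uM) was detected with 0.5 ug/mL rabbit anti-H3K9me1 antibody.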
GLS inhibitor = qHTS for Inhibitors of Glutaminase (GLS); Glutaminase kidney isoform, mitochondrial (Homo sapiens), O94925; GLS enzymatic activity, qHTS titration; Potency, µM (titrated, usually from 45.5 µM), without a hit: at the highest dose activity change, negative = inhibition, most hits filed as inhibitors; 0.21% of 410,000 active; AID 624170, 2012; also: potency is read from the fitted curve at half-maximal effect; % is scaled to controls: 0 for no effect and ±100 for the full control effect
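Compounds were pin-transferred onto hKGA, after which L-glutamine (1 mM solution) and a detection mix of glutamate oxidase, HRP and Amplex Red were added. Initial and 30 min RT fluorescence reads were collected.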
Pol eta inh = qHTS for Inhibitors of Polymerase Eta | 1.2% of 390,000 active | AID 588591, 2011 | DNA polymerase eta (Homo sapiens), Q9Y253 | recombinant Pol eta, fluorescent DNA replication assay | Potency, µM (titrated, usually from 114 µM), for inactives: at the highest dose activity change, negative = inhibition, usual class: inhibitors; also: potency is read from the fitted curve at half-maximal effect; % is scaled to controls: 0 for no effect and ±100 for the full control effect
Target sequence (Q9Y253 whole entry, looked up): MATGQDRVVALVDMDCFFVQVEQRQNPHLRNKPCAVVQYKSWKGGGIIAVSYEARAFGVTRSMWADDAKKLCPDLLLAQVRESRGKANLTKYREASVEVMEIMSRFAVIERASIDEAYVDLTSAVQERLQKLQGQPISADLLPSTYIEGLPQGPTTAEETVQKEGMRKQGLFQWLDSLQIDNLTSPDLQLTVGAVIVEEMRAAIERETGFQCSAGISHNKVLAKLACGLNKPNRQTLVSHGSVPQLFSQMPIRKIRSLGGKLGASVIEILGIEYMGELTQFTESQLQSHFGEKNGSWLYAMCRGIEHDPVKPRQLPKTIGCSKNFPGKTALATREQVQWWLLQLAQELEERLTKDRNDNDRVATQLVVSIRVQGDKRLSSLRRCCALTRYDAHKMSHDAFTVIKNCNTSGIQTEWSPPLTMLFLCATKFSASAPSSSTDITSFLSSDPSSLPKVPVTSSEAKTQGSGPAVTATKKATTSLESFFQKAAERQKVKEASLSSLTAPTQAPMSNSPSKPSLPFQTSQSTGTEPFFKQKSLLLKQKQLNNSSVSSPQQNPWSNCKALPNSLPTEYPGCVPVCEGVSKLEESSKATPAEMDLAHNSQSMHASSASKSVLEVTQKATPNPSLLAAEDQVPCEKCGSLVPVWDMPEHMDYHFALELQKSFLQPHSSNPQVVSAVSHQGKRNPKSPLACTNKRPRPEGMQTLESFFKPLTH
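Pol eta at 10 nM preincubated with compounds 15 min at room temperature; reaction started with fluorescent substrate (50 nM final) and read kinetically at 0 and 10 min.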
Tb PGK inh = qHTS Assay to Find Inhibitors of Phosphoglycerate Kinase; 0.043% of 380,000 active; Phosphoglycerate kinase, glycosomal (Trypanosoma brucei brucei), P07378; PGK/GAPDH coupled, Kinase-Glo luminescence, 60 min; Potency, µM (top dose mostly 57.5 µM), for inactives: at the highest dose activity change, negative = inhibition, hits mostly inhibitors; also: potency is read from the fitted curve at half-maximal effect; % is scaled to controls: 0 for no effect and ±100 for the full control effect; nearly all actives have a fitted effect of over 60% in size
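Recombinant glycosomal PGK reaction used 1,3-bisphosphoglycerate generated in-well by GAPDH (100nM final) in 100mM TEA pH 7.6, 5mM MgCl2, 0.01% Tween-20. After 60 minutes at room temperature, ATP was read by Kinase-Glo Plus luminescence end-point.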
HP1b chromo inh = HTS for Inhibitors of HP1-beta Chromodomain Interactions with Methylated Histone Tails; Chromobox protein homolog 1 (Homo sapiens), P83916; AlphaScreen HP1-beta / biotin-H3K9me3 peptide binding; Potency, µM (highest dose often 114 µM), inactives show at the top dose activity change, negative = inhibition, hits mostly inhibitors; 0.56% of 390,000 active; also: potency is read from the fitted curve at half-maximal effect; nearly all actives have a fitted effect of over 70% in size; inactives centre near 23
Target sequence (P83916 whole entry, looked up): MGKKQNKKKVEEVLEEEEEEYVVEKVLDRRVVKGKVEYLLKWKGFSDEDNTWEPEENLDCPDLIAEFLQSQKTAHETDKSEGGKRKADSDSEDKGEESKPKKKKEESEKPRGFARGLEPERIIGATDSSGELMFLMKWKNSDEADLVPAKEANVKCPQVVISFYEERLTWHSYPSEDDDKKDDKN
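Compound inhibition of the preformed complex between 50 nM HP1-beta and 50 nM biotinylated H3K9me3 peptide was read by AlphaScreen. Buffer was PBS pH 7.4 with 0.01% Tween-20. Incubations ran 30 min at room temperature, with 10 ug/mL donor/acceptor beads.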
BAZ2B block = qHTS Assay for Inhibitors of BAZ2B. Bromodomain adjacent to zinc finger domain protein 2B (Homo sapiens), Q9UIF8. AlphaScreen BAZ2B-H3K14Ac peptide displacement. Potency, µM (highest dose often 114 µM), without a hit: top-dose activity change, negative = inhibition, most hits filed as inhibitors. 4.4% of 360,000 active; also: potency is read from the fitted curve at half-maximal effect; % is scaled to controls: 0 for no effect and ±100 for the full control effect; nearly all actives have a fitted effect of over 60% in size
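BAZ2B 50 nM plus b-H3(5-23)K14Ac 50 nM, PBS pH 7.4/0.01% Tween-20, 30 min RT; compound added (max 110 uM), 30 min RT; streptavidin donor/Ni-chelate acceptor beads 10 ug/mL final, 20 min dark; AlphaScreen read.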
PI4K2A inh = qHTS for small molecular inhibitors of PI4K2A | Phosphatidylinositol 4-kinase type 2-alpha (Homo sapiens), Q9BTU6 | AID 1346378, 2018 | 0.13% of 420,000 active | purified PI4K2A, ADP-Glo luminescence, 1 h; active compounds read low | activity change, negative = inhibition, % at 76.9 µM; in the data active = activity change below about -50%; inconclusive = mostly about -30% to -49%;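 also: -100% = wells without enzyme as full effect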
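Compounds are screened against recombinant PI4K2A using PI as substrate and ATP, the latter dispensed at 300 microM. Reactions run one hour at ambient temperature before ADP-Glo detection; full inhibition defined by wells lacking enzyme.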
JMJD2A Tudor = qHTS Assay for Inhibitors of JMJD2A-Tudor Domain. Lysine-specific demethylase 4A (Homo sapiens), O75164. AlphaScreen JMJD2A-Tudor / H3K4me3 peptide binding. Potency, µM (doses to about 114 µM), inactives show top-dose activity change, negative = inhibition, actives largely listed as inhibitors. 4.4% of 390,000 active; also: potency is read from the fitted curve at half-maximal effect; % is scaled to controls: 0 for no effect and ±100 for the full control effect; nearly all actives have a fitted effect of over 50% in size
An asterisk follows results filed as active; i = inactive; ? = inconclusive; nt = no result given; [ ] = another dose, or the depositor's remark. Unless noted, calls follow the shape of the dose curve; as a rule, active = well fitted curve in the direction sought with a large enough effect; inconclusive = small, poorly fitted or top-dose-only effect, or another doubt; inactive = no such curve, though single readings can be large; an effect the other way counts as inactive or inconclusive. The list is partial, so the mix of outcomes need not match the whole.

SMILES	Pin1 inh	G9a inh	GLS inhibitor	Pol eta inh	Tb PGK inh	HP1b chromo inh	BAZ2B block	PI4K2A inh	JMJD2A Tudor
CCOC(=O)c1nnn2c1nc(N1CCN(C)CC1)c1ccccc12	-1%	nt	59%[activator]	-6%	3%	8%	-2%	2	-5%
NNC(=O)C(Cc1c[nH]c2ccccc12)NC(=O)c1ccccc1 (stereo not given)	0%	nt	0%	-11%	i	-19%	-4%	-14	-23%
COc1cc2c(cc1OC)CN(CC(=O)NC(=O)NCc1ccccc1)CC2	?	56µM*	-13%	-15%	-2%	34%	-15%	9	-17%
O=C1CCCN1c1ccc(S(=O)(=O)N2CCCCC2)cc1	6%	11%	-1%	-4%	-3%	18%	2%	1	1%
CCOC(=O)C1CCN(Cc2nnnn2CCc2ccccc2)CC1	-5%	nt	-1%	0%	5%	58%[activator]	-8%	-2	2%
Cc1c(NC(=O)C(C)OC(=O)C23CC4CC(CC(Br)(C4)C2)C3)c(=O)n(-c2ccccc2)n1C (stereo not given)	-1%	23%[0.0925 µM]	1%	-7%	-6%	43%[activator]	-5%	-2	3%
CCNc1nc(OC)nc(N2CCC(Cc3ccccc3)CC2)n1	-3%	3%	0%	-15%	0%	25%	6%	-1	-5%
Cc1cc(C)nc(Nc2nc(=O)c3ccccc3s2)n1	0%	40µM*	11%	6%	-5%	17%	-4%	-19	-10%
Cc1c(NC(N)=O)c(=O)n(-c2ccccc2)n1C	-1%	-5%[12.7 µM]	13%	-3%	-4%	47%[activator]	-1%	5	-6%
COc1ccc(C)cc1-n1nnnc1SCC(=O)Nc1cccnc1Cl	1%	21%[59 µM]	2%	-10%	-7%	21%	1%	-4	-5%
Cc1ccc(-c2sc(-c3ccccc3)nc2CC(=O)Nc2ccccc2F)cc1	-23%	13%[59 µM]	-5%	-3%	-2%	55%[activator]	-5%	4	-34%[57.1 µM]
CCOC(=O)c1c(C)n(C)c2c(C)cc(O)c(OC(C)=O)c12	-6%	-29%[12.7 µM]	-27%	-10%	i	9%	9%	0	-1%[11.4 µM]
CCN(CC)c1ccc(NC(=O)Cn2nnc(-c3cccc(OC)c3OC)n2)c(C)c1	-5%	0.71µM*	11%	-10%	-8%	35%	-1%	5	-2%
CCCCNc1c(-c2cccc(-c3cc(C(C)=O)cs3)c2)nc2ccc(C)cn12	-5%	-16%[2.33 µM]	27%	?	0%	-26%	35µM*	4	25µM*
COc1cc2nc(SCC(=O)NCc3ccco3)n(Cc3ccc(Cl)cc3)c(=O)c2cc1OC	10%	11%[59 µM]	3%	3%	-1%	8%	-3%	-9	-21%
N#Cc1cccc(NC(=O)CN2CCN(Cc3ccccc3)CC2)c1	-13%	16%	-12%	-8%	-7%	19%	-4%	0	-2%
O=C1CC[C@H](O)CCN1[C@H](CSc1ccccc1)Cc1ccccc1	-1%	25%	2%	0%	3%	14%	6%[57.1 µM]	-2	-15%
CC(C)(C(=O)N[C@H](CO)c1ccccc1)C(=O)N[C@H](CO)c1ccccc1	?	nt	-2%	-25%	7%	33%	-3%[57.1 µM]	-1	-5%
COc1cc(NC(=O)CSc2nc(-c3cccs3)cc(C(F)(F)F)n2)cc(OC)c1OC	4%	10%[59 µM]	0%	-12%	7%	6%	-7%	-5	-25%
O=C(CSc1nnc(NC(=O)C2CC(=O)N(c3ccccc3)C2)s1)NC1CCCC1 (stereo not given)	2%	1%	7%	-6%	-9%	14%	2%	-5	-3%
CC(C)c1ccc(/C=C2\SC(N3CCOCC3)=NC2=O)cc1	10%	-32%	0%	-9%	-4%	22%	-19%	2	-27%
COc1ccc(-c2nc(N)n(C(C)=O)n2)cc1	-7%	-11%[59 µM]	17%	1%	3%	19%	-5%	1	-6%
Cc1cc(Cl)ccc1NC(=O)CN1C(=O)C(=O)N(C2CCCC2)C1=O	-1%	15%[12.7 µM]	0%	-5%	-2%	31%	-3%	-4	-10%
CC1CCN(CCNC(=O)c2ccc(Cn3c(SCc4ccccc4)nc4cccnc43)cc2)CC1	1%	?	10%	-3%	2%	10%	-13%	-10	-34%
COc1cc(OC)c(NC(=O)c2c(C)oc3ncn(C)c(=O)c23)cc1Cl	-1%	1%[59 µM]	-5%	-20%	-9%	21%	-4%	1	-14%

Complete entries, looked up by structure:
Profile of `CCNc1nc(OC)nc(N2CCC(Cc3ccccc3)CC2)n1` → Pin1 inh = -3%; G9a inh = 3%; GLS inhibitor = 0%; Pol eta inh = -15%; Tb PGK inh = 0%; HP1b chromo inh = 25%; BAZ2B block = 6%; PI4K2A inh = -1; JMJD2A Tudor = -5%
Profile of `N#Cc1cccc(NC(=O)CN2CCN(Cc3ccccc3)CC2)c1` → Pin1 inh = -13%; G9a inh = 16%; GLS inhibitor = -12%; Pol eta inh = -8%; Tb PGK inh = -7%; HP1b chromo inh = 19%; BAZ2B block = -4%; PI4K2A inh = 0; JMJD2A Tudor = -2%

The results go on.
SMILES	Pin1 inh	G9a inh	GLS inhibitor	Pol eta inh	Tb PGK inh	HP1b chromo inh	BAZ2B block	PI4K2A inh	JMJD2A Tudor
CCOC(=O)N1CCc2c(sc3c2c(=O)n(Cc2ccccc2)c(=O)n3CC(=O)Nc2ccccc2F)C1	3%	3%[59 µM]	6%	-14%	i	23%	-10%	-7	-18%
Cc1ccc(OCC(=O)NC(=S)Nc2ccc3c4c(cccc24)CC3)cc1	0%	-11%	-5%	-10%	-8%	15%	6%	-5	-8%
CC(=O)N1CCC2(CC1)OC(=O)C(C)=C2C(=O)NCc1ccccc1Cl	-8%	8%[59 µM]	5%	7%	3%	26%	-1%	-4	5%
CCC(=O)NC(=S)NNC(=O)c1ccccc1[N+](=O)[O-]	-4%	3.2µM*	8%	-1%	i	38%	?	-2	-9%
COc1ccc(/C=N/c2oc(C)c(C)c2C#N)c(OC)c1	-1%	50µM*	0%	-17%	1%	32%[activator]	-8%	3	12%
COc1ccc(/C(O)=C2/C(=O)C(=O)N(CCN3CCNCC3)C2c2cccc([N+](=O)[O-])c2)cc1 (stereo not given)	6%	?	-2%	2%	-8%	10%	-7%	-2	-25%
CCc1noc(N)c1C(=O)Nc1ccc(Cl)cc1	5%	24%	6%	-11%	4%	28%	-10%[57.1 µM]	-1	-9%
O=C(CCc1ccccc1)c1ccc2c(c1)OCCCO2	9%	208%[activator]	1%	-19%	2%	191%[activator]	139%[activator]	-1	151%[activator]
CC1CN(S(=O)(=O)c2cccc(C(=O)NCCC3=CCCCC3)c2)CC(C)O1 (stereo not given)	0%	19%[0.501 µM]	1%	-17%	-3%	4%	12%	3	-13%
Cc1ncc(CO)c(/C=N/NC(=S)Nc2cccc(Cl)c2)c1O	?	?	-1%	-6%	-9%	?	13µM*	-2	56µM*
COc1ccc(S(=O)(=O)N2CCCCCC2)cc1N	-16%	26%	-13%	8%	-4%	14%	-4%	4	-3%
COc1ccccc1N(C)S(=O)(=O)c1ccc(Cl)c(C(=O)NCC2(N(C)C)CCCCC2)c1	-5%	?	5%	0%	-1%	-18%	7%	3	-29%
Cc1nn(CC(=O)Nc2nnc(C(C)C)s2)c(=O)c2ccccc12	-2%	nt	-3%	-15%	-1%	32%	-13%	10	-20%
C=CCn1c(N/N=C/c2ccc(O)cc2)nc2ccccc2c1=O	-2%	1%	6%	-15%	-8%	5%	-4%	-4	-30%
COc1ccc(C(=O)Nc2ccc(S(=O)(=O)N3CCCCC3C)cc2)c(OC)c1OC (stereo not given)	2%	-31%[59 µM]	1%	0%	-9%[11.5 µM]	4%	10%	0	-26%
Cc1nc(SC2CC(=O)N(c3cc(Cl)cc(Cl)c3)C2=O)nc2c1CCCC2 (stereo not given)	46%[activator]	?	2%	-15%	i	57%	-33%	4	-20%
CCCCc1ccc(NC(=O)COc2cccc3c(=O)n(C)ccc23)cc1	4%	-6%[59 µM]	2%	-7%	-3%	31%	7%	6	4%
Cc1cccc(C)c1NC(=O)C1CCCNC1 (stereo not given)	-7%	-15%	3%	-4%	3%	46%[activator]	7%	4	1%
CCN(CC(=O)Nc1ccc(NC(C)=O)cc1)C(=O)CCCc1c[nH]c2ccccc12	-9%	19%[12.7 µM]	-4%	-7%	1%	4%	-8%	1	-29%
Cc1ccccc1C(=O)NCCc1sc(-c2ccc(Cl)cc2)nc1C	6%	8%[59 µM]	1%	-2%	i	9%[57 µM]	1%	-2	-8%
Cc1cccc(N(CC(=O)NC2CCCCC2)C(=O)c2ccc(C)s2)c1	-2%	9%[59 µM]	5%	-12%	-5%[11.5 µM]	19%	12%	-2	-17%
COc1ccc(/C=N/NC(=O)c2ccc(COc3cccc4cccnc34)cc2)cc1O	10%	?	?	-7%	-6%	21%	-18%	3	-17%
O=C(Cn1cc([N+](=O)[O-])ccc1=O)N1CCc2ccccc2C1	?	nt	-3%	-16%	5%	24%	nt	-2	-15%
CC1=C(C(=O)Nc2ccccc2C)C(c2cccnc2)n2nc(CCCO)nc2N1 (stereo not given)	-6%	-1%[59 µM]	6%	-7%	-6%	43%	7%	10	9%
CC1CCN(S(=O)(=O)c2ccc3c(c2)N(CC(=O)N2CCN(c4ccccc4)CC2)C(=O)CO3)CC1	7%	-33%[59 µM]	-3%	-9%	10%	29%	-11%	1	-8%

Source: PubChem BioAssay (National Center for Advancing Translational Sciences (NCATS))
